Screening results as filed in PubChem BioAssay.
POLB inh: qHTS Assay for Inhibitors of DNA Polymerase Beta | P06746 | Pol beta primer extension/strand displacement, fluorescence kinetic | Potency, µM (series often up to 114 µM), for inactives: top-dose activity change, negative = inhibition, actives largely listed as inhibitors | 1.3% of 340,000 active; note: potency is the fitted concentration of half-maximal effect; % is set by controls: 0 for no effect and ±100 for the full control effect
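Enzyme-only controls used 10 nM Pol beta; buffer lacking enzyme served as negative control. Compound preincubated 15 min, then 50 nM substrate added; 0 and 10 min reads at room temperature.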
BLM inh: qHTS Assay for Inhibitors of Bloom's syndrome helicase (BLM); recombinant BLM DNA unwinding, fluorescence dequenching; Potency, µM (top dose mostly 56.1 µM), without a hit: at the top dose activity change, negative = inhibition, most hits filed as inhibitors; 0.2% of 350,000 active;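 note: potency is the fitted concentration of half-maximal effect; plate controls were vehicle for no effect and no enzyme for full effect; nearly all actives have a fitted effect of over 35% in size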
POLI inh: qHTS for Inhibitors of Polymerase Iota; Potency, µM (series often up to 115 µM), inactives show at the top dose activity, negative = inhibition, usual class: inhibitors; 1% of 390,000 active; Pol iota fluorescent replication assay, 10 min; DNA polymerase iota (Homo sapiens), Q9UNA4; note: potency is the fitted concentration of half-maximal effect
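Pol iota at 10 nM preincubated 15 min with compounds at room temperature; reaction started with fluorescent substrate, 50 nM final. Fluorescence read kinetically at 0 and 10 min; buffer-only wells as negative control.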
POLK inh: qHTS for Inhibitors of Polymerase Kappa; DNA polymerase kappa (Homo sapiens), Q9UBT6; purified Pol kappa, fluorescent DNA synthesis assay, 10 min; Potency, µM (highest dose often 107 µM), for the others: at the top dose activity, negative = inhibition, usual class: inhibitors; 0.53% of 400,000 active; AID 588579, 2011; note: potency is the fitted concentration of half-maximal effect; % is set by controls: 0 for no effect and ±100 for the full control effect
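Enzyme at 10 nM met test compounds for 15 min at room temperature. Substrate addition (50 nM final) began the reaction, which was monitored by fluorescence at 0 and 10 min.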
Apoferritin bind: qHTS Assay for Identification of Novel General Anesthetics; 0.074% of 350,000 active; apoferritin/1-aminoanthracene competitive binding, fluorescence; AID 485281, 2010; Potency, µM (highest dose often 77.5 µM), inactives show at the highest dose activity change, negative = displacement, usual class: inhibitors; note: potency is the fitted concentration of half-maximal effect; % is set by controls: 0 for no effect and ±100 for the full control effect; nearly all actives have a fitted effect of over 20% in size
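Horse-spleen apoferritin (10 uM) was mixed with 50% saturated 1-aminoanthracene in PBS, exposed to compounds for 10 min at room temperature, and read for fluorescence (ex 380 nm, em 535 nm). Competitive displacement was fitted with a four-parameter Hill equation.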
APEX1 inh: qHTS Assay for Inhibitors of the Human Apurinic/apyrimidinic Endonuclease 1 (APE1); Potency, µM (top dose mostly 65.8 µM), for the others: at the highest dose activity change, negative = inhibition, usual class: inhibitors; AID 2517, 2012; 0.35% of 350,000 active; recombinant APE1, TAMRA/BHQ-2 abasic DNA cleavage fluorescence; DNA repair nuclease/redox regulator APEX1 (Homo sapiens), P27695;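 note: potency is the fitted concentration of half-maximal effect; plate controls were vehicle for no effect and reference inhibitor for full effect; nearly all actives have a fitted effect of over 55% in size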
Target sequence (P27695 whole entry, looked up): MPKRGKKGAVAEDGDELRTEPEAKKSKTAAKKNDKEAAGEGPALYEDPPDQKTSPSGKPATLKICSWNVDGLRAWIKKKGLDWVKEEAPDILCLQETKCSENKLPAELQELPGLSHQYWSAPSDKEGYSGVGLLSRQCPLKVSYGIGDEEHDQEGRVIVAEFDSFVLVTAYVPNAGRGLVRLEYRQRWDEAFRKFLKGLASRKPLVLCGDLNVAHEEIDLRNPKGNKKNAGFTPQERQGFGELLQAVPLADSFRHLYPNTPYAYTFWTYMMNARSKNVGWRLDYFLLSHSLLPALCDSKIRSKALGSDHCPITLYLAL
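Endonuclease cleavage of a quenched abasic-site DNA duplex (50 nM) by APE1 (0.75 nM) was tracked by TAMRA dequenching. Compounds were preincubated with enzyme 15 min at room temperature; data normalized to buffer-only and DMSO wells plus NSC13755 control.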
TRHR ag: qHTS for Small Molecule Agonists and Allosteric Enhancers of Human TRH Receptor: Primary Screen for Agonists | Thyrotropin-releasing hormone receptor (Homo sapiens), P34981 | TRHR cells, calcium flux fluo-8, FDSS agonist mode | activation, % at 2 µM | 0.18% of 360,000 active | AID 493084, 2011; in the data active = activation above about 30%; note: 0% is about no effect
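TRHR-expressing cells, plated overnight in medium with 10% serum, were loaded with fluo-8 calcium dye at room temperature. After a 10 s baseline, library compound was pin-added and calcium release was recorded kinetically (ex 480/em 530) as agonist response.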
ALOX12 inh: Primary qHTS assay for inhibitors of human arachidonate 12S-lipoxygenase (ALOX12): Round 2; Polyunsaturated fatty acid lipoxygenase ALOX12 (Homo sapiens), P18054; purified 12hLO, xylenol orange hydroperoxide absorbance; Potency, µM (highest dose often 108 µM), for the others: at the highest dose activity change, negative = inhibition, actives largely listed as inhibitors; 1.1% of 580,000 active; note: potency is the fitted concentration of half-maximal effect; % is set by controls: 0 for no effect and ±100 for the full control effect
Target sequence (P18054 whole entry, looked up): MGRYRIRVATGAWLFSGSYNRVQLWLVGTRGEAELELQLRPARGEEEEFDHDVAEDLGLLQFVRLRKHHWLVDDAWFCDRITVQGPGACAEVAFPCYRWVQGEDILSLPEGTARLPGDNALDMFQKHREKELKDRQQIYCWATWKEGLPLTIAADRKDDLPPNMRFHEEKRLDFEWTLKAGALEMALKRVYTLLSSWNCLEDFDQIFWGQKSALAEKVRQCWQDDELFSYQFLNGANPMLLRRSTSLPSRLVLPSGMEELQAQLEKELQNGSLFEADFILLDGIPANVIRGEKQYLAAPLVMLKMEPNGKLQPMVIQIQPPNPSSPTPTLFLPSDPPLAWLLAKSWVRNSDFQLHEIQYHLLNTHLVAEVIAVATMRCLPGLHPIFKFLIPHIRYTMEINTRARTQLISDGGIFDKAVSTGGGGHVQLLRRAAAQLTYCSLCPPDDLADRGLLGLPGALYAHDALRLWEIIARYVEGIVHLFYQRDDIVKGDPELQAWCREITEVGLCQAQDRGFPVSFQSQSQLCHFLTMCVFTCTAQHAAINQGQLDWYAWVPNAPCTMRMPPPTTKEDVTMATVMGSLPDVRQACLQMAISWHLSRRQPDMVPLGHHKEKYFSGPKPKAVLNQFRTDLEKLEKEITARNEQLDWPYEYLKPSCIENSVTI
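Purified human 12hLO (150 nM final) in 25 mM Hepes, 0.01% Triton X-100, pH 7.0 was preincubated 15 min at room temperature with compound. Then 40 uM arachidonic acid was added, 30 min. Hydroperoxide was read by Fe-XO absorbance ratio 573/405 nm.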
ERG-DNA inh: qHTS for Small Molecule Inhibitors of the ERG Ets/DNA interaction | Potency, µM (series often up to 76.9 µM), for inactives: at the highest dose FP activity, negative = inhibition, most hits filed as inhibitors | 0.028% of 370,000 active | Transcriptional regulator ERG (Homo sapiens), P11308 | fluorescence polarization, His-ERG Ets domain / labelled DNA; active = well fitted inhibition curve with a large enough effect in the polarisation, with a control signal flat; inconclusive = small, poorly fitted or top-dose-only effect, or effect the other way, or a change in a side signal; inactive = no such curve, though single readings can be large or run the other way; the % refers to the polarisation;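 note: polarization taken with two DNA probes labelled with fluorescein and Texas red; potency is the fitted concentration of half-maximal effect; % of control where 0% means no effect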
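His-tagged ERG Ets domain (1 uM in the protein solution; 300mM KCl, 50mM Tris-HCl, 1mM EDTA, 1mM DTT, pH 7.5) received compound, then a probe mix of 5 nM fluorescein-DNA and 100nM Texas-615-DNA. Fluorescence polarization was read for both dyes.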
The depositor's hits bear a star; ? = inconclusive; · = no result given; & = joins results of further samples; [ ] = dose if it differs, or a comment. Unless noted, calls come from the whole dose curve; as a rule, active = well fitted curve in the direction sought with a large enough effect; inconclusive = small, poorly fitted or top-dose-only effect, or another doubt; inactive = no such curve, though single readings can be large; an effect the other way counts as inactive or inconclusive.

SMILES	POLB inh	BLM inh	POLI inh	POLK inh	Apoferritin bind	APEX1 inh	TRHR ag	ALOX12 inh	ERG-DNA inh
Cc1ccc(CNC(=O)C2CCN(S(=O)(=O)c3ccc(Br)s3)CC2)cc1	24.3%	0.6%	-6.8%	-1.3%	-9.2%	3.5%	0.3	-42.8%	-6.6%
CCCCSc1nc2ccccc2[nH]1	0.5%	-4.2%	17.0%	-3.9%	?	0.6%	-1.3	-19.0%	1.9%
CCOC(=O)N1C(=O)C2(CCCCC2)N(c2ccccc2Cl)C1=S	-19.2%	-11.7%	1.1%	-6.9%	88.0%	-1.2%	0.0	-10.5%	-3.9%
CCn1c(SCC(=O)NCc2ccco2)nnc1-c1c[nH]c2ccccc12	-6.0%	0.4%	18.0%	-11.3%	-3.5%	2.2%	0.6	2.0%	3.4%
COc1ccccc1CNC(=O)COC(=O)Cn1cnc2ccccc21	-24.8%	-1.8%	0.7%	-9.5%	-4.1%	-3.2%	1.0	-1.0%	-10.1%
COC(=O)c1ccccc1N=C(SC)N(C)C	-0.6%	-1.2%	4.6%	4.8%	-9.6%	1.4%	-0.3	3.1%	9.3%
Cc1cccc(C)c1NC(=O)CN(C)CC(=O)Nc1ccc(F)c(Cl)c1	33.0%	-3.3%	68.3%[activator]	-6.1%	-10.0%	-4.2%	-0.2	2.2%	-7.3%
Cn1cccc1-c1nc2ccccc2n1C	-17.9%	-1.6%	139.4%[activator]	-1.9%	-20.2%	2.0%	0.5	5.2%	8.2%
ONc1cccnc1-n1nc(C(F)(F)F)cc1C(F)(F)F	-7.7%	-10.1%	·	·	?	-3.4%	1.1	·	·
CC(Oc1ccc(-c2ccccc2)cc1)C(=O)N1CCOCC1 (stereo not given)	-0.1%	-6.0%	-0.1%	-10.1%	-6.1%	-7.6%	0.4	0.0%	-1.1%

Looked up above.
Value for Cn1cccc1-c1nc2ccccc2n1C under TRHR ag: 0.5
Value for CCn1c(SCC(=O)NCc2ccco2)nnc1-c1c[nH]c2ccccc12 under Apoferritin bind: -3.5%

(further entries)
SMILES	POLB inh	BLM inh	POLI inh	POLK inh	Apoferritin bind	APEX1 inh	TRHR ag	ALOX12 inh	ERG-DNA inh
Cc1noc(NS(=O)(=O)c2ccc(NS(=O)(=O)c3ccc(Cl)cc3)cc2)c1C	·	·	51.8%[activator]	-11.6%	·	-4.1%	·	-10.4%	6.8%
CCc1ccc(NC(=O)CN(c2cccc(C)c2)S(C)(=O)=O)cc1	?	-3.0%	13.7%	-2.7%	-11.6%	-0.4%	-0.2	-10.3%	3.3%
CCN(C(=O)CSc1nc(-c2ccccc2)c(-c2ccccc2)[nH]1)C1CCS(=O)(=O)C1 (stereo not given)	-14.2%	-2.5%	-5.5%	3.4%	-13.9%	3.1%	-0.3	-7.4%	4.3%
CN1CCC2(CCN3CCc4c(oc5ccccc45)C3C2)N(C)C1=O (stereo not given)	13.0%[57.1 µM]	·	4.7%[58.9 µM]	-10.5%[60.1 µM]	·	-2.9%	·	·	·
Cc1cccc(-c2nn3c(=O)cc(CN4CCN(S(=O)(=O)c5ccc(Cl)cc5)CC4)nc3s2)c1	?	-4.3%	3.4%	-2.0%[60.1 µM]	-6.9%	·	-0.1	-18.6%	-0.3%
Brc1ccc(CSc2nnc(-c3cnccn3)n2Cc2ccco2)cc1	-0.1%	-4.6%	-11.4%	-10.0%	2.8%	20.8%	0.1	-18.8%	-7.6%
CCC(=O)Nc1sccc1C(=O)OC	3.8%	0.2%	9.2%	-3.2%	-12.3%	-3.2%	-0.1	6.2%	-1.5%
Nc1nc(NCC2CCCO2)nc(NCC2CCCO2)c1[N+](=O)[O-] (stereo not given)	39.2%	2.5%	5.2%	0.5%	-13.3%	1.5%	-0.9	-5.0%	·
N#Cc1c(C(F)(F)F)cc(-c2ccccc2)nc1SCC(=O)N1CCOCC1	2.1%	1.8%	0.9%	-14.1%	13.1%	-0.3%	0.0	-11.2%	-6.2%
COc1ccc(-n2c(SCC(=O)NNC(=O)c3ccc(C)cc3)nnc2-c2ccncc2)cc1	-1.6%	-0.4%	-12.2%	3.8%	-8.4%	1.8%	0.5	-10.9%	10.2%
O=C(Nc1ccc(N2CCOCC2)nc1)c1ccc(C(F)(F)F)cc1	-0.8%	-2.3%	114.8%[activator]	-15.9%	-1.7%	-1.6%	0.2	0.0%	-6.5%
COc1ccc(/C=C/C(=O)NCCc2ccc(S(N)(=O)=O)cc2)cc1	4.1%	0.3%	17.2%	-8.6%	-5.3%	-2.3%	1.4	6.2%	-0.9%
COC(=O)c1ccc(C23CC4(C2)[C@H](CN(C)[C@@H]4c2ccccc2)C3c2ccc(C(F)(F)F)cc2)cc1 (stereo not given in full)	1.4%	-5.5%&1.8%	35.3%	-1.5%	-16.9%&-2.9%	-2.0%&7.2%	-0.3	-39.3%	-3.3%
CCOC(=O)N1CCN(C(=O)CC(C)S(=O)(=O)c2cc3c(cc2C)NC(=O)CO3)CC1 (stereo not given)	10.3%	-0.8%	34.5%	-0.7%	-4.1%	16.6%	0.7	11.5%	2.7%
Cc1cc2c(cc1S(=O)(=O)N(CCN(C)C)Cc1ccccc1)OCC(=O)N2	1.5%	-11.2%	5.9%	-6.6%[60.1 µM]	1.3%	·	0.6	-25.6%	4.9%
O=C(Oc1ccc(-c2nnco2)cc1)c1ccco1	·	·	-1.2%	9.5%	·	57.2%[activator]	-0.2	12.6%	-9.7%
Cc1cc(C)cc(OCCn2ccnc2)c1	8.1%	-2.7%	-1.3%	-16.5%	-17.2%	18.0%	0.0	31.6%[activator]	-9.6%
COC(=O)c1[nH]c2cccc(C)c2c1NC(=O)CN1CCN(C(=O)c2ccco2)CC1	11.6%	-0.5%	-3.9%	1.8%	-18.3%	-0.5%	-0.1	0.0%	7.5%
CCOC(=O)Cn1cnc2c(nnn2-c2ccccc2)c1=O	8.2%	-0.9%	15.2%	1.4%	-8.5%	21.4%	0.4	·	-4.0%
Cc1ccc(OCC(=O)Nc2ccc(N(C)C)cc2)cc1	18.8%	-0.1%	7.4%	-7.7%	-15.4%	-1.7%	-0.5	?	2.1%
CCOC(=O)c1cc(S(=O)(=O)N2CCN(c3ccc(OC)cc3)CC2)[nH]n1	-13.9%	-7.2%	12.7%	-9.1%[60.1 µM]	1.2%	·	0.0	?	-0.9%
COc1cc(OC)cc(-c2nnc(NC(=O)CCS(=O)(=O)c3ccc(C)cc3)o2)c1	·	·	?	-22.7%	·	28.9%	-0.2	-11.5%	-0.1%
O=C(C1CC(=O)N(c2ccc(Cl)cc2)C1)N1CCCCCC1 (stereo not given)	1.6%	-0.8%	3.5%	5.9%	-1.0%	56.0%	-1.6	35.7%[activator]	?
CCCc1c(C(=O)N/N=C(/C)c2ccncc2)nnn1-c1nonc1N	44.4%	-8.8%	163.0%[activator]	-9.8%	5.0%	1.2%	-0.4	120.2%[activator]	-6.7%
CCN(CC)Cc1c(C(=O)N/N=C/c2ccccn2)nnn1-c1nonc1N	26.2%	-7.4%	41.7%[activator]	-1.6%	-8.4%	-0.8%	0.2	-12.4%	14.0%
COc1ccc(CNC(=O)C(=O)NCC2OCCN2S(=O)(=O)c2cccs2)cc1 (stereo not given)	-12.4%	-2.6%	-13.0%	-1.5%	?	-2.7%	-0.3	31.7%[activator]	-4.0%
CCN(CC)CCNC(=O)c1ccc(NC(=O)Cc2ccc(OC)c(S(=O)(=O)N3CCOCC3)c2)cc1	·	·	29.4%	8.7%	·	·	·	391.5%[activator]	4.4%
Cn1c(SCC(=O)Nc2ccccc2C(F)(F)F)nc2c(c1=O)SCC2	3.3%	-3.6%	1.3%	-8.5%	-6.6%	13.1%	0.3	14.7%	-5.4%
NC(=S)NCc1cccnc1	-9.0%	-1.6%	2.8%	-21.2%	0.2%	-2.9%	0.3	-22.7%	1.3%
Cc1c(Cl)cccc1NC(=O)CNc1cccc(S(=O)(=O)N(C)C)c1	79.4µM*	1.7%	10.8%	-5.9%	1.5%	-48.3%	0.0	-14.0%	-5.2%
CN(Cc1ccccc1)C(=O)COC(=O)c1cc(NS(=O)(=O)c2cccs2)ccc1O	-27.6%	-6.1%	-18.1%	-23.8%	-9.0%	-10.1%	-0.3	-18.5%	-1.9%
CCOC(=O)C(Cc1c[nH]c2ccccc12)NC(=O)c1ccccc1Br (stereo not given)	8.4%	-6.4%	124.1%[activator]	-11.3%	-10.6%	6.0%	0.3	-26.4%	-4.8%
Cc1cccc2sc(NNC(=O)C3COc4ccccc4O3)nc12 (stereo not given)	-28.0%	4.6%	7.5%	-2.4%	-11.0%	9.8%	-0.4	?	-3.5%
O=C(CSc1ncc(-c2ccccc2)nn1)NCc1ccco1	28.2µM*	-12.6%	?	-4.9%	-10.5%	0.3%	0.2	-15.6%	·

Looked up by compound from the list above, 2 records:
SMILES	POLB inh	BLM inh	POLI inh	POLK inh	Apoferritin bind	APEX1 inh	TRHR ag	ALOX12 inh	ERG-DNA inh
CN(Cc1ccccc1)C(=O)COC(=O)c1cc(NS(=O)(=O)c2cccs2)ccc1O	-27.6%	-6.1%	-18.1%	-23.8%	-9.0%	-10.1%	-0.3	-18.5%	-1.9%
O=C(CSc1ncc(-c2ccccc2)nn1)NCc1ccco1	28.2µM*	-12.6%	?	-4.9%	-10.5%	0.3%	0.2	-15.6%	·

Not all compounds are listed; count on the stated rates, not on these rows.
